High-throughput results: PubChem, National Center for Advancing Translational Sciences (NCATS)
PLK1 PBD inh = blocks phosphopeptide binding to human PLK1 polo-box domain | P53350 | Plk1 PBD binding of FITC phosphopeptide, fluorescence polarization | Potency, µM, without a hit: max response, negative = inhibition, most hits filed as inhibitors | 2.8% of 360,000 active; also: potency is read from the fitted curve at half-maximal effect; series mostly up to about 57 µM; % is scaled to controls: 0 for no effect and ±100 for the full control effect; nearly all actives have a fitted effect of over 65% in size
Target sequence (P53350 whole entry, looked up, the tested form may be a part): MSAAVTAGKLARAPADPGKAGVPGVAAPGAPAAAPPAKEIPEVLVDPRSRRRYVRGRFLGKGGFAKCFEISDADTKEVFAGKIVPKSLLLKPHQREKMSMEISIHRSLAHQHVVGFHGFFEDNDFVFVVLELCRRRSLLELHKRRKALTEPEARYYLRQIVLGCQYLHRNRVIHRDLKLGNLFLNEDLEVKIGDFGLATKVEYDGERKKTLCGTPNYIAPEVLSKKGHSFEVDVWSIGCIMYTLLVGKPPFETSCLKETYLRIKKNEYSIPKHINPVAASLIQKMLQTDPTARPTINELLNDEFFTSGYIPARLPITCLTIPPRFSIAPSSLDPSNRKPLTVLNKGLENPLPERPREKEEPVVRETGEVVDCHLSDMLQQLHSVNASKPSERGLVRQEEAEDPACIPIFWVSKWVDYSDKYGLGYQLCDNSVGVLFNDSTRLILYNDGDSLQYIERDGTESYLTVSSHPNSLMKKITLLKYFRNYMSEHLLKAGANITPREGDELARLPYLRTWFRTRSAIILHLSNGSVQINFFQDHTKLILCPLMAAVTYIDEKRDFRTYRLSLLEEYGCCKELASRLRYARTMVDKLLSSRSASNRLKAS
WRN helicase inh = blocks human WRN helicase | Q14191 | WRN helicase unwinding, fluorescent forked duplex, kinetic | Potency, µM (doses to about 114 µM), for inactives: at the highest dose activity change, negative = inhibition, usual class: inhibitors | 0.46% of 360,000 active; also: potency is read from the fitted curve at half-maximal effect; % is scaled to controls: 0 for no effect and ±100 for the full control effect; nearly all actives have a fitted effect of over 55% in size
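WRN at 20 nM final was preincubated with compound for 15 min at room temperature; reaction started with 100 nM forked duplex oligonucleotide carrying fluorophore and quencher plus 2 mM ATP (final). Unwinding followed kinetically by red fluorescence (ex 525/em 598 nm).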
CCT chaperon mod = cytosolic chaperonin activity modulation. purified chaperonin ATPase assay, HTRF ADP detection, 30 min. activity change, % (concentration not given with the values), hits read low. 0.3% of 360,000 active; in the data active = activity change below about -30%; also: % is scaled to controls: 0 for no effect and ±100 for the full control effect
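Nucleotide hydrolysis assay: TRiC at 20–40 nM final (set by batch activity) with 10 uM ATP, 30 min at 37 °C, in presence of 76 uM compound. Detection by competitive ADP HTRF, 30 min ambient.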
EPAC1 antag = antagonists of human EPAC1. EPAC1 GEF assay, Rap1b-BODIPY-GDP exchange fluorescence. AID 720709. 0.14% of 360,000 active. Potency, µM (titrated, usually from 115 µM), without a hit: top-dose activity change, negative = inhibition, most hits filed as inhibitors. O95398;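 also: potency is read from the fitted curve at half-maximal effect; plate controls were vehicle for no effect and positive control for full effect; nearly all actives have a fitted effect of over 50% in size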
EPAC1 agonist = EPAC1 (human) agonism. O95398. EPAC1 agonist qHTS, biochemical assay; response scale: 100% = response to 6.5 mM cAMP. Potency, µM (doses to about 154 µM), for the others: top-dose activation, hits mostly activators. 0.073% of 360,000 active. AID 720707; also: potency is read from the fitted curve at half-maximal effect; nearly all actives have a fitted effect of over 60% in size
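Nucleotide exchange by EPAC1 (100 nM) on Rap1B–BODIPY-GDP (250 nM) in the presence of 50 uM GDP is tracked fluorescently at 480/540 nm over 30 min. Signals are normalized to a 6.5 mM cAMP control.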
EPAC2 agonist = agonists of human EPAC2 (RAPGEF4); 0.079% of 360,000 active; Potency, µM (highest dose often 154 µM), without a hit: at the highest dose activation, actives largely listed as activators; Q8WZA2; EPAC2 activation, biochemical qHTS; response scale: 100% = 6.5 mM cAMP response; AID 720711; also: potency is read from the fitted curve at half-maximal effect; nearly all actives have a fitted effect of over 50% in size
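Nucleotide exchange monitored as fluorescence drop when BODIPY-GDP leaves Rap1B. Reaction: 100 nM EPAC2, 250 nM RAP1B-BODIPY-GDP, 50 uM GDP, room temperature, kinetic read over 30 min. Activity expressed relative to 6.5 mM cAMP.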
IL2 activator = IL-2 activation. 0.065% of 360,000 active. IL-2 activation reporter assay, cell-based qHTS; stimulated with anti-CD3/CD4/CD28 beads; in transgenic mouse T cells. activation, % (series mostly up to about 46 µM); in the data active = activation above about 50%; inconclusive = mostly about 30% to 49%; also: 0% is about no effect
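Quantitative HTS in unstimulated transgenic mouse T cells, with memory T cells as non-tolerant control and PMA/ionomycin as tolerance-bypass control. Compound pretreatment lasted 60 minutes before 18 h bead stimulation; EGFP/DsRed fluorescence read.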
PI5P4Ka inh = PI5P4K alpha (human) kinase inhibition; PI5P4Kalpha enzyme, ADP-Glo luminescence, 60 min; stronger effect = lower value; AID 652105; P48426; max response, %; 1.2% of 330,000 active; active = max response of -50% or lower; inconclusive = between -30% and -50%; inactive = -30% or higher; also: value at the top dose of about 77 µM; % is scaled to controls: 0 for no effect and ±100 for the full control effect
Target sequence (P48426 whole entry, looked up): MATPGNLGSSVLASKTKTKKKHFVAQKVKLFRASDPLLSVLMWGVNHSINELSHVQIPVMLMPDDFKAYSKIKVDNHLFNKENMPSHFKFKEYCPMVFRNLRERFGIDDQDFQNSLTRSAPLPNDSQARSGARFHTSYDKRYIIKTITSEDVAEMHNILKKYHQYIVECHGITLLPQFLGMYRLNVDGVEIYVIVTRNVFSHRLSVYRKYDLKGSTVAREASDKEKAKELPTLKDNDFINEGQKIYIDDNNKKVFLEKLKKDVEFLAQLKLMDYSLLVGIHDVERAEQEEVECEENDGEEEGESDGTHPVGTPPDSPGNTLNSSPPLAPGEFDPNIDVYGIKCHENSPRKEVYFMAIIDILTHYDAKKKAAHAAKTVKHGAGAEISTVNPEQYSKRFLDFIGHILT
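PI5P4Kalpha ADP-Glo assay; 5 microM ATP final; 60 min RT reaction; HEPES pH 7.4/EGTA/CHAPS, 5% DMSO; controls lacking substrate or enzyme; luminescent end-point.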
Active calls of the source: *; ? = inconclusive; . = not tested or not shown; [ ] = another dose, or the depositor's remark. Unless noted, calls follow the shape of the dose curve; as a rule, active = well fitted curve in the direction sought with a large enough effect; inconclusive = small, poorly fitted or top-dose-only effect, or another doubt; inactive = no such curve, though single readings can be large; an effect the other way counts as inactive or inconclusive. Some of the compounds tested (hit frequency here may not be typical).

SMILES	PLK1 PBD inh	WRN helicase inh	CCT chaperon mod	EPAC1 antag	EPAC1 agonist	EPAC2 agonist	IL2 activator	PI5P4Ka inh
Cc1cccc(NC(=S)N2CCN(c3ccccc3)CC2)c1	-9%	-1%	0.6	-2%	-5%	6%	0.0	-2
Cc1ccccc1NC(=O)CSc1nc2n(n1)CCCCC2	-25%	-15%	-0.3	3%	-5%	7%	-0.2	-11
CCOC(=O)Nc1sc(NS(=O)(=O)c2ccc(C)cc2)nc1C	-23%	-9%	-1.5	-6%	6%	-1%	-1.3	.
Cc1cc(C)c[n+](C(C)C(=O)c2ccc(Cl)cc2)c1 (centres undefined)	-5%	-7%	0.4	-23%	-8%	0%	-0.7	1
CCN(CC)c1nc(N)c2c(N)nc(OC)cc2c1C#N	-6%	-22%[57.1 µM]	1.1	-6%	-2%	6%	-0.3	-6
NNC(=O)[C@H](Cc1ccccc1)NC(=O)Nc1ccc2c(c1)OCCO2	-12%	-1%	-4.2	2%	16%	11%	-0.1	1
O=C(CCN1C(=O)c2ccccc2S1(=O)=O)Nc1ccc(C(=O)O)cc1	-1%	2%	-1.2	12%	-5%	8%	-1.1	5
COc1cccc(C(O)C2OC(=O)c3ccccc32)c1OC (centres undefined)	5%	-19%	-1.8	6%	8%	5%	-0.6	-5
O=C(CN1C(=O)CSC1=O)Nc1ccc(N2CCOCC2)cc1	-8%	-7%	-4.0	4%	9%	6%	0.8	-1
CCCC(=O)NC(C)c1nc2ccccc2[nH]1 (centres undefined)	-1%	-1%	-1.7	0%	-3%	10%	0.9	6
Cc1cccc(N2CCN(C(=O)c3ccc(N4CCCC4=O)cc3)CC2C)c1 (centres undefined)	-9%	5%	-1.3	6%	2%	-3%	-1.7	0
Cc1ccc(-c2nc(NCCCO)c3ccccc3n2)cc1	-4%	12%	-1.9	10%	-5%	-1%	-1.4	0
CCn1c(CNS(=O)(=O)c2ccc(Br)cc2)nnc1SC	-11%	-4%	-7.1	-6%	2%	3%	-0.1	0
O=C1CC(c2ccccc2)Sc2ccccc2N1 (centres undefined)	?	-7%	-1.9	0%	-3%	6%	-0.4	6
COc1ccc(NC(=O)CCCSc2ccccc2)cc1S(N)(=O)=O	5%	-1%	-1.4	3%	-2%	-2%	-2.6	12
Cc1ccc(-c2csc3nc(C)n(-n4cccc4)c(=O)c23)o1	-14%	-11%	0.7	12%	-2%	-19%	-0.5	-11
N/C(=N\OC(=O)c1ccc2c(c1)OCO2)c1cccc(Br)c1	-6%	-7%	-1.5	-5%	-1%	2%	-0.2	5
CCN(C(=O)CSc1nnnn1-c1cc(C)ccc1OC)C1CCS(=O)(=O)C1 (centres undefined)	-1%	-4%	1.1	-12%	11%	7%	-0.1	-5
CCOc1ccccc1C1NC(=O)NC(C)=C1C(=O)OCc1ccco1 (centres undefined)	-3%	-13%	1.3	-19%	4%	-3%	0.4	.
CCCCn1c(NCCO)nc2ccccc21	-12%	1%	-2.6	-14%	-2%	29%	-1.1	1

Given as a markdown table: entries from further up.
| smiles | PLK1 PBD inh | WRN helicase inh | CCT chaperon mod | EPAC1 antag | EPAC1 agonist | EPAC2 agonist | IL2 activator | PI5P4Ka inh |
| --- | --- | --- | --- | --- | --- | --- | --- | --- |
| CCN(CC)c1nc(N)c2c(N)nc(OC)cc2c1C#N | -6% | -22%[57.1 µM] | 1.1 | -6% | -2% | 6% | -0.3 | -6 |
| NNC(=O)[C@H](Cc1ccccc1)NC(=O)Nc1ccc2c(c1)OCCO2 | -12% | -1% | -4.2 | 2% | 16% | 11% | -0.1 | 1 |
| O=C(CCN1C(=O)c2ccccc2S1(=O)=O)Nc1ccc(C(=O)O)cc1 | -1% | 2% | -1.2 | 12% | -5% | 8% | -1.1 | 5 |
| COc1cccc(C(O)C2OC(=O)c3ccccc32)c1OC (centres undefined) | 5% | -19% | -1.8 | 6% | 8% | 5% | -0.6 | -5 |

Continued:
SMILES	PLK1 PBD inh	WRN helicase inh	CCT chaperon mod	EPAC1 antag	EPAC1 agonist	EPAC2 agonist	IL2 activator	PI5P4Ka inh
COc1cc(C(C(=O)NC(C)(C)C)N(Cc2ccc3c(c2)OCO3)C(=O)c2cnccn2)cc(OC)c1OC (centres undefined)	-2%	-16%	3.2	11%	-1%	5%	-0.5	.
Cn1c(=O)c(-c2ccccc2)c(O)c2ccccc21	-1%	0%	0.0	-6%	5%	10%	0.2	-2
CCOc1cccc(C(=O)NC2=NCCS2)c1	-11%	3%	0.8	-19%	3%	4%	1.5	3
COc1ccc([C@@H]2[C@@H]3C(=O)N(C(C)(C)C)C(=O)[C@@H]3[C@]3(CC(C)C)C(=O)N(c4ccccc4)C(=O)N23)cc1	-6%	-3%	-0.1	-16%	5%	-3%	3.0	11
Cc1cc(-c2cccnc2)c(C#N)c(SCc2cccc(F)c2)n1	-18%	-27%	-1.9	6%	0%	-6%	-1.8	.
CCc1ccc(NC(=O)c2ccc3c(=O)n4c(nc3c2)CCCCC4)cc1	-18%	8%	-2.0	-17%	7%	2%	-1.0	1
C=C(C)c1nc(Oc2ccccc2)nc(Oc2ccccc2)n1	4%	1%	-1.7	-7%	9%	4%	-5.7	27
CC(C)C(O)(c1ccccc1)C(CN1CCOCC1)c1ccccc1 (centres undefined)	-10%	0%	-4.6	-9%	1%	17%	-0.6	7
CCCCCC1CC(CC(C)C(=O)Nc2nncs2)C(=O)O1 (centres undefined)	3%	-15%[57.1 µM]	0.4	-5%	11%	-2%	1.7	-4
CCOC(=O)c1c(N)sc(C(O)(C(F)(F)F)C(F)(F)F)c1-c1ccccc1	27µM*	-6%	1.0	-15%	23%	4%	4.4	-3
COCCn1cc(C(=O)c2cc(Br)ccc2O)cc(C#N)c1=O	-21%	-4%	-4.2	-17%	2%	18%	-3.6	-14
CCn1cc(CNC(=O)C2CCC(=O)N(CCc3cccc(F)c3)C2)cn1 (centres undefined)	-6%	-19%	0.4	1%	2%	5%	-1.8	-2
O=C(Nc1ccccc1)C(=O)c1c[nH]c2ccccc12	-1%	-24%	1.6	-6%	-4%	8%	1.0	0
NCC1C2CCC(O2)C1CO (centres undefined)	1%	0%	-0.5	-10%	5%	9%	-1.2	1
C=CCCC(=O)Nc1ccc(COC(=O)N2CCOCC2)cc1	1%	-3%	-2.4	0%	-1%	13%	-0.7	.
COc1ccc(C(=O)OC(C)C(=O)NC(C)CCc2ccccc2)cc1OC (centres undefined)	-5%	1%	-0.8	-4%	-4%	-2%	-2.1	-5
O=C(c1ccc(Cl)cc1)N1CCN(c2cccc3[nH]ccc23)CC1	5%	4%	-1.0	5%	-5%	1%	0.6	-7
COC(=O)NNC(=S)NCc1ccccc1	-17%	7%	-1.0	0%	2%	3%	-0.4	7
Cc1cccc(NC(=O)CSc2ccc(-c3ccco3)nn2)c1	-15%	-10%	-1.7	-26%	4%	3%	0.4	-14
Cc1ccc(C2C(C#N)=C(N)Oc3c2oc(CO)cc3=O)o1 (centres undefined)	-4%	-1%	-0.9	8%	6%	-2%	1.7	.
Cc1ccc(-n2c(SCC(=O)N3CCN(c4ccccn4)CC3)nnc2N2CCCC2)cc1	-7%	-10%	-1.0	-3%	0%	6%	-3.1	0
CCOC(=O)c1oc2ccc3c(c2c1C)C(=O)CC1(CCN(C(=O)OCC)CC1)O3	6%	-1%	0.1	-4%	-7%	6%	0.6	-3
CC1CC1C(=O)OCC(=O)NC(=O)NC12CC3CC(CC(C3)C1)C2 (centres undefined)	-9%	-4%	-2.4	-29%	9%	14%	-2.7	1
O=C(O)CSc1nnc(-c2ccc(S(=O)(=O)N3CCCC3)cc2)n1Cc1ccco1	-9%	-16%	-1.8	2%	7%	0%	1.2	.
O=C(Nc1cc(Cl)ccc1N1CCOCC1)c1cc2ccccc2o1	-1%	-2%	-3.9	-14%	1%	10%	0.1	0
CC1(C)CC(O)(CNCc2ccc3c(c2)OCO3)CCO1 (centres undefined)	-5%	2%	1.4	16%	4%	7%	-4.3	-2
O=C(COc1ccc(S(=O)(=O)Nc2ccccc2)cc1)NCc1ccccn1	-4%	-22%	-2.1	-9%	10%	8%	-1.0	-6
O=C(Nc1ccc2c(c1)C(=O)N(CC1CCCO1)C2=O)c1ccccc1Br (centres undefined)	-7%	5%	-2.1	0%	6%	6%	-3.3	.
Cc1cc(C(=O)Nc2ccc(C#N)cc2)on1	-5%	1%	-3.3	6%	-7%	-3%	0.9	-1
Cc1onc(-c2ccccc2Cl)c1C(=O)OCC(=O)N1CCC(C)CC1	-6%	-1%	-4.1	5%	8%	2%	1.5	6
Cc1n[nH]c(C)c1S(=O)(=O)N1CCCC(C(=O)O)C1 (centres undefined)	-13%	0%	-3.5	-6%	1%	9%	0.2	2
Cc1cc(NC(=O)OC2CCCCC2)ccc1[N+](=O)[O-]	-9%	-3%	1.6	-8%	19%	18%	-0.4	0
CN(C)c1cccc(C(=O)NN2C(=O)NC3(CCCCC3)C2=O)c1	-2%	14%	-1.4	6%	-4%	-1%	0.0	-1
CC(=O)Nc1ccc(S(=O)(=O)NNC(=O)c2sc(=S)n(C)c2C)cc1	-11%	-8%	-0.2	1%	-10%	12%	-3.1	1
CC(OC(=O)/C=C/c1ccccc1)C(=O)Nc1cccc(C#N)c1 (centres undefined)	-4%	9%	0.9	6%	-1%	12%	-6.9	0
CNC(=O)C[C@H]1C(=O)N(Cc2ccccc2)C[C@@H]1C	0%	-4%	0.5	17%	-3%	-10%	4.8	-1
C=CCc1cccc(C2Nc3ccccc3C(=O)N2O)c1O (centres undefined)	-10%	-1%	-3.1	11%	-3%	-10%	1.3	-6
COc1ccc(-n2ncc3c(N(C)C4CCCCC4)ncnc32)cc1	0%	-8%	0.3	-2%	5%	16%	-1.8	5
OCCN(Cc1ccccc1)Cc1ccccc1F	-8%	11%	-3.7	11%	13%	3%	-3.1	.
COc1cccc(CNC(=O)CN2C(=O)CSc3ccc(S(=O)(=O)N4CCCC4)cc32)c1	3%	-5%	-0.4	-5%	-3%	5%	0.0	0
O=C(Nc1ccc2oc(-c3ccccc3)nc2c1)c1ccc2c(c1)OCCO2	0%	-7%	-3.3	9%	-7%	-12%	-2.4	.
Cc1ccc(C(=O)c2ccccc2C(=O)O)cc1C	-9%	3%	-2.7	10%	3%	8%	0.7	-2
CCC(C)/C=C/C1=CC2=C(Cl)C(=O)C3(C)OC(=O)C(C(=O)C(C)C(C)O)C3C2=CO1 (centres undefined)	-5%	-6%[11.6 µM]	-2.2	-16%	-10%	6%	2.1	?
CCCCCOc1ccc(NS(C)(=O)=O)cc1	-2%	-15%	-1.8	-6%	-9%	3%	-1.8	26
